POLI inh: inhibitors of human DNA polymerase iota. Q9UNA4. Pol iota fluorescent replication assay, 10 min. Potency, µM (top dose mostly 115 µM), for inactives: top-dose activity, negative = inhibition, actives largely listed as inhibitors. actives 1% (n = 390,000). AID 588590
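Fluorescent replication assay read twice, at 0 min and 10 min after adding 50 nM (final) substrate. Enzyme (10 nM) and compounds were first incubated 15 min at room temperature; enzyme-free buffer wells were negative controls.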
G9a inh: inhibitors of human histone lysine methyltransferase G9a | G9a H3K9 monomethylation, AlphaScreen, 2 h | Q96KQ7 | actives 8.8% (n = 350,000) | Potency, µM (series often up to 102 µM), for the others: top-dose activity, negative = inhibition, actives largely listed as inhibitors; also: % is scaled to controls: 0 for no effect and ±100 for the full control effect; nearly all actives have a fitted effect of over 75% in size
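Readings reflect AlphaScreen signal from monomethyl-H3K9 antibody detection. HMT at 20 nM; substrate b-H3K9 500 nM; cofactor SAM 20 uM; 2 h RT reaction; compounds tested as titrations in qHTS with 15 min preincubation.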
BAZ2B inh: blocks human BAZ2B; Potency, µM (highest dose often 114 µM), for inactives: at the highest dose activity change, negative = inhibition, hits mostly inhibitors; AID 504333; AlphaScreen BAZ2B-H3K14Ac peptide displacement; actives 4.4% (n = 360,000); also: % is scaled to controls: 0 for no effect and ±100 for the full control effect; nearly all actives have a fitted effect of over 60% in size
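Inhibition is scored as reduced AlphaScreen emission. The BAZ2B/b-H3(5-23)K14Ac complex (50 nM each) in PBS pH 7.4, 0.01% Tween-20 meets compound (up to 110 uM) for 30 min at RT before bead addition.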
BLM helicase inh: Bloom syndrome helicase (human) inhibition | recombinant BLM DNA unwinding, fluorescence dequenching | Potency, µM (highest dose often 56.1 µM), without a hit: top-dose activity change, negative = inhibition, usual class: inhibitors | actives 0.2% (n = 350,000) | AID 2528;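 also: plate controls were vehicle for no effect and no enzyme for full effect; nearly all actives have a fitted effect of over 35% in size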
Pol kappa inh: inhibitors of human DNA polymerase kappa; actives 0.53% (n = 400,000); Potency, µM (highest dose often 107 µM), without a hit: top-dose activity, negative = inhibition, actives largely listed as inhibitors; purified Pol kappa, fluorescent DNA synthesis assay, 10 min; also: % is scaled to controls: 0 for no effect and ±100 for the full control effect
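10 nM Pol kappa preincubated 15 min at room temperature with compounds, then reaction started with substrate at 50 nM final. Fluorescence read kinetically at 0 and 10 min; buffer-only wells served as negative control.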
Pol eta inh: blocks human DNA polymerase eta activity | Q9Y253 | recombinant Pol eta, fluorescent DNA replication assay | Potency, µM (titrated, usually from 114 µM), for inactives: at the highest dose activity change, negative = inhibition, actives largely listed as inhibitors | actives 1.2% (n = 390,000); also: % is scaled to controls: 0 for no effect and ±100 for the full control effect
Target sequence (Q9Y253 whole entry, looked up): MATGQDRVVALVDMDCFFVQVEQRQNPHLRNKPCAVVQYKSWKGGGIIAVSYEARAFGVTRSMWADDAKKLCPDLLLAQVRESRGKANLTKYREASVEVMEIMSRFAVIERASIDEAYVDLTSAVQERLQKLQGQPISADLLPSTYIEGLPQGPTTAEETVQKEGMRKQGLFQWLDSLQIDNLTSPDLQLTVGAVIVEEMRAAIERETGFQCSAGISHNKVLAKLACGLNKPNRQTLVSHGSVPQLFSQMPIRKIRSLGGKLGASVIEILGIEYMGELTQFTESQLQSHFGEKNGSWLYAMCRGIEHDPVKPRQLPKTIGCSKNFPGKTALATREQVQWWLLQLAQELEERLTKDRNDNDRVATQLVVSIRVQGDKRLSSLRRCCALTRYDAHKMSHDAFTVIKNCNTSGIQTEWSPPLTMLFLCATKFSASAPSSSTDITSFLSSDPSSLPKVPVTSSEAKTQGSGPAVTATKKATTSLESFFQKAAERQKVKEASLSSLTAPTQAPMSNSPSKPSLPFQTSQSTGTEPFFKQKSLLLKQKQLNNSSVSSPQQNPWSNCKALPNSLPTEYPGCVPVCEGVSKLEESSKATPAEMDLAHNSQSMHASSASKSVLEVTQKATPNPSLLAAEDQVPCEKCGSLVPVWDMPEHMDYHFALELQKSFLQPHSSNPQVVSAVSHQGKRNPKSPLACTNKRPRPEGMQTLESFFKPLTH
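Fluorescent replication assay: 50 nM final substrate added after a 15 min room-temperature compound preincubation with 10 nM enzyme. Signal taken at 0 min and again at 10 min.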
Anesthetic bind: candidate novel general anesthetic via apoferritin binding. apoferritin/1-aminoanthracene competitive binding, fluorescence. Potency, µM (series often up to 77.5 µM), without a hit: at the highest dose activity change, negative = displacement, usual class: inhibitors. actives 0.074% (n = 350,000); also: % is scaled to controls: 0 for no effect and ±100 for the full control effect; nearly all actives have a fitted effect of over 20% in size
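Probe: 1-aminoanthracene (50% saturated, PBS). Protein: horse-spleen apoferritin, 10 uM. Incubation: 10 min, room temperature. Detection: 380 nm excitation, 535 nm emission. Analysis: normalized response, four-parameter Hill.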
APEX1 inh: blocks human APE1 abasic DNA cleavage; P27695; recombinant APE1, TAMRA/BHQ-2 abasic DNA cleavage fluorescence; Potency, µM (titrated, usually from 65.8 µM), without a hit: top-dose activity change, negative = inhibition, most hits filed as inhibitors; actives 0.35% (n = 350,000);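 also: plate controls were vehicle for no effect and reference inhibitor for full effect; nearly all actives have a fitted effect of over 55% in size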
Target sequence (P27695 whole entry, looked up): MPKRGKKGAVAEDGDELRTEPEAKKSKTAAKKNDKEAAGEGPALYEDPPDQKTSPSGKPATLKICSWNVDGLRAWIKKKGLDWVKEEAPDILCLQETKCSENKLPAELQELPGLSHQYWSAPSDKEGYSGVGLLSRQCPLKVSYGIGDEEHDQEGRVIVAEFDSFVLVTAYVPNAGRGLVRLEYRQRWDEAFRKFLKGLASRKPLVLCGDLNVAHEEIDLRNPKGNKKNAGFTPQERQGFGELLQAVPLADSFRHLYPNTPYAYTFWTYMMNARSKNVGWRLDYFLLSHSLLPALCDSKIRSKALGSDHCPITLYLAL
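APE1 at 0.75 nM preincubated 15 min at room temperature with compound. Reaction then started with 50 nM double-stranded THF-abasic substrate labelled with TAMRA/BHQ-2, and 525/598 nm fluorescence read kinetically. Activity taken as third-minus-first read difference, normalized to DMSO and NSC13755 controls.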
Pol beta inh: inhibitors of human DNA polymerase beta; P06746; Pol beta primer extension/strand displacement, fluorescence kinetic; Potency, µM (top dose mostly 114 µM), for inactives: at the top dose activity change, negative = inhibition, hits mostly inhibitors; actives 1.3% (n = 340,000); also: % is scaled to controls: 0 for no effect and ±100 for the full control effect
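Pol beta (10 nM) and compounds were preincubated 15 min at room temperature, then 50 nM substrate (final) started primer extension/strand displacement. Reads were taken at 0 and 10 min; concentration-response data were fitted to a four-parameter Hill equation.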
* = called active by the depositor; ? = inconclusive; / = not tested or not shown; & = joins results of further samples; [ ] = dose if it differs, or a comment. Calls follow the shape of the dose curve; as a rule, active = well fitted curve in the direction sought with a large enough effect; inconclusive = small, poorly fitted or top-dose-only effect, or another doubt; inactive = no such curve, though single readings can be large; an effect the other way counts as inactive or inconclusive. Potency is read from the fitted curve at half-maximal effect. This is a subset; the hit share may differ from the screen's.

SMILES	POLI inh	G9a inh	BAZ2B inh	BLM helicase inh	Pol kappa inh	Pol eta inh	Anesthetic bind	APEX1 inh	Pol beta inh
COc1ccc(CCN(C)C(=O)C2CCN(Cc3ccccc3)CC2)cc1OC	17.6%	11.1%	12.2%	0.5%	-19.1%	-3.9%	-13.5%	-8.7%	-0.3%
Cc1cccc(NCN2C(=O)c3ccncc3C2=O)n1	-2.3%	-2.3%[59 µM]	1.9%	3.7%	-9.8%	7.1%	-0.1%	2.8%	20.6%
CS(=O)(=O)N1CCC(C(=O)Nc2ccc(F)cc2F)CC1	29.8%	20.5%[59 µM]	0.2%	-8.3%	4.9%	-13.9%	3.7%	16.0%	25.2%
O=C(NCCCl)Nc1cccnc1Cl	47.4%[activator]	-24.4%	-19.0%	-7.6%	-15.4%	-14.2%	-4.7%	-11.8%	-17.1%
Cc1ccc(S(=O)(=O)N2CCN(CC(=O)N/N=C\C(Cl)=C\c3ccccc3)CC2)cc1	-7.9%	-2.0%[59 µM]	-10.8%	-4.3%	-6.0%	-18.4%	-13.0%	1.4%	15.2%
Cc1ccc(Cl)cc1Nc1nc2ccccc2c2nncn12	15.2%	16.2%[59 µM]	2.2%	-3.2%	-36.0%	-21.7%	-2.2%	/	?
COC(=O)c1cccc(NC(=O)COC(=O)CSc2nc(C)cc(C)n2)c1	18.2%	-0.1%[59 µM]	-3.2%	3.4%	-1.2%	-13.0%	-20.0%	-0.3%	48.1%
CCN(C(=O)COc1cc(=O)n(CC)c2ccccc12)c1cccc(Cl)c1	18.2%	?	0.5%	3.3%	-4.1%	-24.1%	5.0%	14.7%	-8.6%
COc1cc(NC(=O)CCC(=O)O)nc(OC)n1	-2.3%[58.9 µM]	17.8%	3.2%	2.1%	-4.1%	-9.5%	-6.3%	3.3%	1.5%
Cc1c(C)n(C(=O)CSc2ncn[nH]2)c2ccccc12	9.4%	?	?	-5.8%	-15.0%	-2.1%	?	7.2%	-13.1%
CCOC(=O)N1CCN(Cc2nc3cc(NC(=O)C(C)C)ccc3n2C(C)C)CC1	20.4%	1.1%[59 µM]	-3.0%	-3.9%	-7.8%	-21.1%	-7.9%	/	13.6%
O=C(NCc1n[nH]c(=S)n1-c1ccc(Br)cc1)c1ccc(S(=O)(=O)N2CCCCC2)cc1	21.9%	7.94µM*	-19.1%	-2.7%	-15.4%	-8.0%	-4.0%	2.1%	-15.6%
COCC(C)n1c(=O)sc2ccccc2c1=O (configuration not stated)	10.6%	?	-2.0%	-1.3%	-13.2%	5.3%	?	-1.3%	17.6%
COC(=O)c1ccc(CN2CCC(n3nccc3NC(=O)C3CCCC3)CC2)cc1	21.3%	17.4%	-26.0%	0.7%	-10.4%	-15.1%	-11.4%	32.0%	4.8%
O=C(NC(=S)N1CCN(c2ccc([N+](=O)[O-])cc2)CC1)c1ccccc1Cl	-4.7%	38.8%	?	-2.6%	-8.3%	-9.5%	-22.8%	1.0%	0.3%
CCOC(=O)Cn1c(S(=O)(=O)Cc2ccc(F)cc2)nc(-c2ccccc2)c1-c1ccccc1	-1.1%	1.3%	-3.2%	-6.0%	-2.6%	-21.5%	-5.3%	-2.8%	0.1%
CC1CN(C(=O)COc2ccc3c(-c4ccccc4)cc(=O)oc3c2)CC(C)O1 (configuration not stated)	-7.8%	-6.1%[12.7 µM]	-2.0%	/	-17.0%	0.4%	/	36.1%[activator]	/
O=C(c1cccs1)N1CCN(S(=O)(=O)c2cccs2)CC1	26.6%	-2.4%	/	2.0%	3.0%	-10.7%	-4.2%	-1.3%	-26.0%
Clc1cccc(-c2ccc(C=Nc3ccc(N4CCOCC4)cc3)o2)c1Cl	26.5%	14.1µM*	17.8µM*	-7.9%	3.7%	-12.7%	?	1.4%	6.2%
CCOC(=O)c1c(Nc2ccccc2)sc(/C=C2\C=Nc3ccccc32)c1O	14.8%	16.0%	8.8%	-6.1%	-2.0%	-0.2%	-11.7%	0.7%	-2.1%
CC(=O)c1nn(-c2ccc(OC(F)(F)F)cc2)nc1Nc1ccccc1	20.4%	9.7%[59 µM]	-1.6%	1.1%	8.4%	-12.7%	-4.6%	/	25.8%
CN(C)C(=O)c1cc(C(=O)c2ccc(Cl)cc2Cl)c[nH]1	-15.3%	3.0%	-5.8%	-1.0%	-7.7%	-12.7%	-8.3%	12.8%	18.3%
CN1CCN(c2ccc(CNC(=O)c3ccc4c(c3)OCCO4)cc2)CC1	-13.3%	2.3%[59 µM]	-12.9%	-4.7%	-7.3%	-9.9%	-7.1%	4.7%	3.4%
CC(=O)NC(Cc1ccccc1)c1ccc2c(c1)OCCCO2 (configuration not stated)	8.7%	-6.8%[59 µM]	-0.8%	1.3%	-25.3%	-10.1%	-7.3%	0.9%	3.3%
Cc1ccc(NC(=O)N2CCCC2C(=O)Nc2nnc(C(C)C)s2)cc1 (configuration not stated)	47.6%[activator]	15.5%	-9.4%	-1.4%	-12.2%	-19.8%	-8.6%	18.3%	6.6%

Next section
SMILES	POLI inh	G9a inh	BAZ2B inh	BLM helicase inh	Pol kappa inh	Pol eta inh	Anesthetic bind	APEX1 inh	Pol beta inh
CCOC(=O)c1c(NC(=O)C2c3ccccc3Oc3ccccc32)sc2c1CCC(CC)C2 (configuration not stated)	?	11.3%[59 µM]	-17.6%	-5.7%	?	-8.6%	-7.3%	/	51.3%
Cc1cc(C(=O)NCCC(c2ccccc2)c2ccccc2)c(C)o1	2.5%	?	13.0%	-9.2%	-0.9%	-6.2%	43.9%[activator]	18.0%	5.7%
O=C(NC(=S)NCCN1CCOCC1)c1ccccc1Cl	10.5%	2.0%[59 µM]	-2.1%	1.2%	-2.8%	9.9%	-8.6%	-1.1%	17.9%
CCOC(=O)CN(C(=O)CSc1nnc(C)n1-c1ccccc1)c1ccccc1	11.1%	-30.8%[12.7 µM]	7.0%	-1.0%	-3.7%	-2.9%	1.0%	?	3.2%
Cc1nc2ccc(S(=O)(=O)CCC(=O)Nc3ccc(F)cc3C)cc2s1	-3.5%	4.47µM*	-2.8%	3.8%	-2.8%	5.5%	1.9%	/	83.5%
COc1cccc(-c2ccc3ncnc(NCc4cccc(C)c4)c3c2)c1	-13.8%	-7.6%[12.7 µM]	-7.6%&-33.4%	/	-3.8%	-12.0%	/	26.0%&0.5%	/
COc1cccc(OC)c1OCCCOc1ccc(C)cc1Br	?	31.1%[59 µM]	86.8%[activator]	-7.9%	-5.9%	?	8.8%	4.7%	3.6%
COc1cccc(C(=O)Nc2ccc(NC(=O)Cc3ccccc3)cc2)c1	10.7%	25.1%	4.0%	-5.2%	-20.9%	-3.5%	-0.2%	18.7%	1.3%
CCOc1ccc(C(=O)NCC(=O)OCCCOC(=O)CNC(=O)c2ccc(OCC)cc2)cc1	16.6%	42.2%	-1.1%	1.1%	-0.2%	-8.9%	-7.7%	12.5%	6.5%
Cc1ccc(S(=O)(=O)n2c([N+](=O)[O-])cnc2C)c(C)c1C	-7.0%	-1.0%[59 µM]	0.5%	-3.3%	-7.9%	-15.9%	-2.4%	?	57.2%
CCOC(=O)C(=O)NCC(c1cccnc1)N1CCN(c2ccccc2)CC1 (configuration not stated)	9.5%	-4.9%[59 µM]	-3.4%	-3.6%	?	-5.5%	3.3%	/	-0.1%
CCc1nn2c(=O)cc(COc3ccc(/C=C4\C(=N)N5N=C(CC(C)C)SC5=NC4=O)cc3)nc2s1	?	15.0%[59 µM]	?	-22.7%	-34.9%	?	3.9%	?	?
O=C(NNc1ccc(Cl)cc1)c1cccs1	9.6%	10µM*	-18.6%	-5.3%	-4.4%	-7.4%	-17.2%	1.6%	2.5%
C/C(CC(=O)NCc1ccco1)=N\NC(=O)CC#N	4.9%	-28.0%	?	1.8%	-0.6%[60.1 µM]	-2.1%	-4.6%	-2.2%	-4.1%
Cc1cc(Br)ccc1NC(=O)c1ccc(-n2cncn2)c([N+](=O)[O-])c1	-9.2%	-38.4%	-21.9%	/	-13.6%	-8.3%	/	-6.1%	/
CCN(CC(=O)NCCCN1CCOCC1)S(=O)(=O)c1cc(Cl)ccc1Cl	47.1%[activator]	4.9%	4.9%	-0.7%	2.4%	-11.6%	0.6%	5.1%	2.6%
Cc1ccc(S(=O)(=O)NC2CCC(C(=O)O)CC2)cc1 (configuration not stated)	-3.3%	2.7%[12.7 µM]	-12.7%	1.7%	-4.5%	-2.0%	-7.0%	-0.1%	3.9%
Cc1nc(-c2ccccc2)nc(-c2ccccc2)n1	-3.3%	0.0%[2.33 µM]	38.8%[activator]	/	-8.0%	-6.7%	/	7.2%	/
O=C(CSc1nnc(Nc2ccccc2F)s1)NCC1CCCO1 (configuration not stated)	19.6%	/	/	/	-8.5%	-5.9%	/	9.3%	/
O=C(c1cccs1)N1CCCC(c2nc3c(nnn3Cc3c(Cl)cccc3Cl)c(=O)[nH]2)C1 (configuration not stated)	-27.2%	7.5%	-23.6%	-5.8%	-11.8%	-0.9%	-0.5%	16.8%	11.5%
c1ccc(CCN=C2CCCc3c2[nH]c2ccccc32)cc1	24.5%	/	-8.1%	-7.8%	-1.2%	-1.9%	5.1%	8.4%	-0.1%
CC1(NC(=O)Cc2c(F)cccc2Cl)CCS(=O)(=O)C1 (configuration not stated)	37.0%[activator]	/	/	/	4.1%	-19.7%	/	3.8%	/

Profiles from above. Order of values: POLI inh | G9a inh | BAZ2B inh | BLM helicase inh | Pol kappa inh | Pol eta inh | Anesthetic bind | APEX1 inh | Pol beta inh
`c1ccc(CCN=C2CCCc3c2[nH]c2ccccc32)cc1` reads 24.5% | / | -8.1% | -7.8% | -1.2% | -1.9% | 5.1% | 8.4% | -0.1%
`Cc1ccc(S(=O)(=O)n2c([N+](=O)[O-])cnc2C)c(C)c1C` reads -7.0% | -1.0%[59 µM] | 0.5% | -3.3% | -7.9% | -15.9% | -2.4% | ? | 57.2%
`Cc1ccc(S(=O)(=O)NC2CCC(C(=O)O)CC2)cc1` (configuration not stated) reads -3.3% | 2.7%[12.7 µM] | -12.7% | 1.7% | -4.5% | -2.0% | -7.0% | -0.1% | 3.9%

Screening results as filed in PubChem.
